GLS inhibitor – qHTS for Inhibitors of Glutaminase (GLS); GLS enzymatic activity, qHTS titration; Potency, µM (series often up to 45.5 µM), for the others: top-dose activity change, negative = inhibition, hits mostly inhibitors; actives 0.21% (n = 410,000); note: potency is the fitted concentration of half-maximal effect; % is set by controls: 0 for no effect and ±100 for the full control effect
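hKGA in 45 mM KH2PO4 pH 8.2, 0.02% Tween-20 with pin-transferred compounds; 1 mM L-glutamine (stock) plus glutamate oxidase/HRP/Amplex Red coupling added. Fluorescence read initially and after 30 min at RT.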
Pol eta inh – qHTS for Inhibitors of Polymerase Eta | DNA polymerase eta (Homo sapiens), Q9Y253 | recombinant Pol eta, fluorescent DNA replication assay | Potency, µM (doses to about 114 µM), inactives show top-dose activity change, negative = inhibition, usual class: inhibitors | actives 1.2% (n = 390,000) | AID 588591, 2011; note: potency is the fitted concentration of half-maximal effect; % is set by controls: 0 for no effect and ±100 for the full control effect
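Pol eta at 10 nM preincubated with compounds 15 min at room temperature; reaction started with fluorescent substrate (50 nM final) and read kinetically at 0 and 10 min.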
PI4K2A block – qHTS for small molecular inhibitors of PI4K2A; Phosphatidylinositol 4-kinase type 2-alpha (Homo sapiens), Q9BTU6; purified PI4K2A, ADP-Glo luminescence, 1 h; stronger effect = lower value; activity change, negative = inhibition, % at 76.9 µM; AID 1346378, 2018; actives 0.13% (n = 420,000); in the data active = activity change below about -50%; inconclusive = mostly about -30% to -49%;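 note: -100% = wells without enzyme as full effect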
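In this quantitative HTS, ADP production by PI4K2A was quantified luminescently after 1 h at ambient temperature; 100 microM adenosine served as plate-quality control.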
Pin1 inh – qHTS Assay to Find Inhibitors of Pin1; Pin1 FP peptide displacement, HiFluor488, 10 min; Potency, µM (series often up to 115 µM), for inactives: at the top dose activity, negative = inhibition, usual class: inhibitors; actives 0.009% (n = 390,000); active = well fitted inhibition curve with a large enough effect in the polarisation, with a control signal flat, not every such curve was filed as active; inconclusive = small, poorly fitted or top-dose-only effect, or effect the other way, or a change in a side signal; inactive = no such curve, though single readings can be large or run the other way; the % refers to the polarisation; note: potency is the fitted concentration of half-maximal effect; % is set by controls: 0 for no effect and ±100 for the full control effect
Target sequence (Q13526 whole entry, looked up): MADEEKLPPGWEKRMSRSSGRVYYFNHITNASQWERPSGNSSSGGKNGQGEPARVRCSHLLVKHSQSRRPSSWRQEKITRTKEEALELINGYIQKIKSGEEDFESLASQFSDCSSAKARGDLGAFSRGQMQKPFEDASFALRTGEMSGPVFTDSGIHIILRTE
G9a block – qHTS Assay for Inhibitors of Histone Lysine Methyltransferase G9a. Potency, µM (top dose mostly 102 µM), inactives show at the top dose activity, negative = inhibition, actives largely listed as inhibitors. G9a H3K9 monomethylation, AlphaScreen, 2 h. actives 8.8% (n = 350,000); note: potency is the fitted concentration of half-maximal effect; % is set by controls: 0 for no effect and ±100 for the full control effect; nearly all actives have a fitted effect of over 75% in size
Target sequence (Q96KQ7 913-1193 limits assumed): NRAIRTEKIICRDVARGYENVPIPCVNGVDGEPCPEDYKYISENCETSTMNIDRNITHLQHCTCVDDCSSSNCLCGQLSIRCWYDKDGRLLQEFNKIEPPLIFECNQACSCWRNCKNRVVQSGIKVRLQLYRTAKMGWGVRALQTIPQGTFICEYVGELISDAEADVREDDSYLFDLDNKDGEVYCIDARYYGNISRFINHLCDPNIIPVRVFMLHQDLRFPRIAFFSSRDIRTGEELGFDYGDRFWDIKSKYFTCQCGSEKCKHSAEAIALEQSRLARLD
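AlphaScreen detection with an anti-monomethyl H3K9 antibody quantified product after a 2 h room-temperature reaction containing 500 nM biotinylated H3K9 peptide, 20 µM SAM and 20 nM enzyme, which had been preincubated 15 min with compound.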
BAZ2B block – qHTS Assay for Inhibitors of BAZ2B | Bromodomain adjacent to zinc finger domain protein 2B (Homo sapiens), Q9UIF8 | AlphaScreen BAZ2B-H3K14Ac peptide displacement | Potency, µM (highest dose often 114 µM), for the others: top-dose activity change, negative = inhibition, usual class: inhibitors | actives 4.4% (n = 360,000) | AID 504333, 2011; note: potency is the fitted concentration of half-maximal effect; % is set by controls: 0 for no effect and ±100 for the full control effect; nearly all actives have a fitted effect of over 60% in size
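AlphaScreen displacement: compounds (up to 110uM) incubated 30 min at room temperature with a preformed 50 nM BAZ2B/50 nM biotinylated H3K14Ac peptide complex in PBS pH 7.4 with Tween-20. Donor and acceptor beads at 10 ug/mL final added, 20 min light-protected before reading.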
Tb PGK inh – qHTS Assay to Find Inhibitors of Phosphoglycerate Kinase; Phosphoglycerate kinase, glycosomal (Trypanosoma brucei brucei), P07378; PGK/GAPDH coupled, Kinase-Glo luminescence, 60 min; Potency, µM (titrated, usually from 57.5 µM), for the others: at the highest dose activity change, negative = inhibition, actives largely listed as inhibitors; actives 0.043% (n = 380,000); AID 602233, 2012; note: potency is the fitted concentration of half-maximal effect; % is set by controls: 0 for no effect and ±100 for the full control effect; nearly all actives have a fitted effect of over 60% in size
Target sequence (P07378 whole entry, looked up): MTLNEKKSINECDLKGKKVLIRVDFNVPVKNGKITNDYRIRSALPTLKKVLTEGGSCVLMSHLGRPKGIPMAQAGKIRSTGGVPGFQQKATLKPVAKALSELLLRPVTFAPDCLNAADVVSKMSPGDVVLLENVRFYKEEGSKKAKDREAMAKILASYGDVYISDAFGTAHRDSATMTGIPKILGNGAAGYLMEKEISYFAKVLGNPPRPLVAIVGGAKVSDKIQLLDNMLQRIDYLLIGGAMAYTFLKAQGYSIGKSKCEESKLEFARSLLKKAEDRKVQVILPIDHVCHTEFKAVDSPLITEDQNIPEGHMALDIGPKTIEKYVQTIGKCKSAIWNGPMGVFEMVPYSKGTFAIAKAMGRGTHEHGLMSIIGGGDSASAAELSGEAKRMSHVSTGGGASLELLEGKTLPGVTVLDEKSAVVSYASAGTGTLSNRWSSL
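Luminescent ATP detection (Kinase-Glo Plus) follows a 60-minute room-temperature incubation, with wells lacking PGK as controls. Buffer: 100 mM TEA (pH 7.6), 5 mM MgCl2, 0.01% Tween-20. Coupling enzyme GAPDH (100 nM final) supplies unstable 1,3-BPG in-well.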
JMJD2A Tudor inh – qHTS Assay for Inhibitors of JMJD2A-Tudor Domain; AlphaScreen JMJD2A-Tudor / H3K4me3 peptide binding; Potency, µM (titrated, usually from 114 µM), for inactives: at the highest dose activity change, negative = inhibition, hits mostly inhibitors; actives 4.4% (n = 390,000); Lysine-specific demethylase 4A (Homo sapiens), O75164; note: potency is the fitted concentration of half-maximal effect; % is set by controls: 0 for no effect and ±100 for the full control effect; nearly all actives have a fitted effect of over 50% in size
HP1b binding inh – HTS for Inhibitors of HP1-beta Chromodomain Interactions with Methylated Histone Tails. AlphaScreen HP1-beta / biotin-H3K9me3 peptide binding. Potency, µM (titrated, usually from 114 µM), for inactives: at the highest dose activity change, negative = inhibition, usual class: inhibitors. actives 0.56% (n = 390,000); note: potency is the fitted concentration of half-maximal effect; nearly all actives have a fitted effect of over 70% in size; inactives centre near 23
Target sequence (P83916 whole entry, looked up): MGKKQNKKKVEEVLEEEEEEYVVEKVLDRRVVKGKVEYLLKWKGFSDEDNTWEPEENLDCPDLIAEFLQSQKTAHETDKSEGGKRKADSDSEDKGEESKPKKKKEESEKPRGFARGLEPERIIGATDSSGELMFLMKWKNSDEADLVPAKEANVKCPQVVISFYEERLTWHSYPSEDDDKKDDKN
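HP1-beta protein (50 nM final) preincubated 30 min at room temperature with biotinylated H3(1-18)K9me3 peptide (50 nM) in PBS pH 7.4, 0.01% Tween-20, then compound added for 30 min. AlphaScreen streptavidin donor/nickel chelate acceptor beads (10 ug/mL final), 30 min dark, luminescence read.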
Starred values were filed as active, the others as inactive; [ ] = remark or other dose. Unless noted, calls come from the whole dose curve; as a rule, active = well fitted curve in the direction sought with a large enough effect; inconclusive = small, poorly fitted or top-dose-only effect, or another doubt; inactive = no such curve, though single readings can be large; an effect the other way counts as inactive or inconclusive. The list is partial. The share of hits here may be higher or lower than overall.

How did COc1ccccc1C(=O)Nc1ccc2c(c1)CN(Cc1cnc(C)s1)CC2 do in these assays?
GLS inhibitor: 0%; Pol eta inh: -5%; PI4K2A block: 1; Pin1 inh: 0%; G9a block: 12%[12.7 µM]; BAZ2B block: inconclusive; Tb PGK inh: -4%; JMJD2A Tudor inh: -24%; HP1b binding inh: 3%

What do the screens show for `O=C(CSCCO)Nc1nccs1`?
GLS inhibitor: -5%; Pol eta inh: -16%; PI4K2A block: -5; Pin1 inh: 1%; G9a block: 4%; BAZ2B block: 0%; Tb PGK inh: -2%; JMJD2A Tudor inh: -5%; HP1b binding inh: 27%

Results for CCN1CCN(C(c2cccs2)C(C)NS(=O)(=O)c2ccc(F)cc2)CC1 (centres undefined) ?
GLS inhibitor: 7%; Pol eta inh: -12%; PI4K2A block: -1; Pin1 inh: 1%; G9a block: inconclusive; BAZ2B block: -5%; Tb PGK inh: 4%; JMJD2A Tudor inh: -9%; HP1b binding inh: 33%

What do the screens show for `O=C1N/C(=N/N=C/c2ccc(F)cc2)SC1c1ccccc1` (centres undefined)?
GLS inhibitor: 10%; Pol eta inh: 18%; PI4K2A block: 4; Pin1 inh: 6%; G9a block: 0%; BAZ2B block: -25%; Tb PGK inh: -9%; JMJD2A Tudor inh: -10%; HP1b binding inh: 35%

How did C=C(C)C(C)(C#CCN1CCCC1)OC(C)=O (centres undefined) do in these assays?
GLS inhibitor: 2%; Pol eta inh: 1%; PI4K2A block: -2; Pin1 inh: -8%; G9a block: -34%; BAZ2B block: -5%; Tb PGK inh: inactive; JMJD2A Tudor inh: -16%; HP1b binding inh: 25%

What do the screens show for `CCS(=O)(=O)c1ncc(Cl)c(C(=O)Nc2c(C(=O)c3ccc(C)cc3)oc3ccccc23)n1`?
GLS inhibitor: 3%; Pol eta inh: -10%; PI4K2A block: 1; Pin1 inh: 1%; G9a block: -7%[59 µM]; BAZ2B block: -4%; Tb PGK inh: 4%; JMJD2A Tudor inh: -9%; HP1b binding inh: 25%

Results for COc1ccc(N=C(c2ccccc2)c2c(C)[nH]n(-c3ccccc3)c2=O)c(OC)c1 ?
GLS inhibitor: -1%; Pol eta inh: -11%; PI4K2A block: 0; Pin1 inh: 11%; G9a block: inconclusive; BAZ2B block: inconclusive; Tb PGK inh: -4%; JMJD2A Tudor inh: inconclusive; HP1b binding inh: -8%

What do the screens show for `COc1ccc(-c2nnc(SCC(=O)N3CCCC3)o2)cc1OC`?
GLS inhibitor: 9%; Pol eta inh: -2%; PI4K2A block: 5; Pin1 inh: 2%; Tb PGK inh: 13%; JMJD2A Tudor inh: -7%; HP1b binding inh: 19%

How did CCOC(=O)c1c(C)nc(C)c(C(=O)OCC)c1-c1ccccc1 do in these assays?
GLS inhibitor: -2%; Pol eta inh: -13%; PI4K2A block: 4; Pin1 inh: 0%; G9a block: -13%[59 µM]; BAZ2B block: -3%; Tb PGK inh: -1%; JMJD2A Tudor inh: 4%; HP1b binding inh: 51%[activator]

How did Cc1ccc(C(=O)NC2CCN(C(=O)NC3CCCCC3)CC2)cc1 do in these assays?
GLS inhibitor: -4%; Pol eta inh: -4%; PI4K2A block: 1; Pin1 inh: 6%; G9a block: inconclusive; BAZ2B block: 2%; Tb PGK inh: 8%; JMJD2A Tudor inh: -4%; HP1b binding inh: 45%[activator]

Results for O=C(c1ccncc1)c1ccc(N2CCN(C3CC(=O)N(Cc4ccccc4)C3=O)CC2)cc1 (centres undefined) ?
GLS inhibitor: 12%; Pol eta inh: -8%; PI4K2A block: -1; Pin1 inh: 9%; G9a block: 28%[12.7 µM]; BAZ2B block: 0%; Tb PGK inh: -3%; JMJD2A Tudor inh: -23%; HP1b binding inh: 9%

What do the screens show for `CN(C)c1ccc(NC(=S)N(CCc2ccccc2)C2CC(=O)N(c3c(Cl)cccc3Cl)C2=O)cc1` (centres undefined)?
GLS inhibitor: -4%; Pol eta inh: -9%; PI4K2A block: -12; Pin1 inh: 5%; BAZ2B block: inconclusive; Tb PGK inh: 2%; JMJD2A Tudor inh: -31%[11.4 µM]; HP1b binding inh: -22%

Reprinted from the part before: two compounds, followed by the next part.
Results for O=C(c1ccncc1)c1ccc(N2CCN(C3CC(=O)N(Cc4ccccc4)C3=O)CC2)cc1 (centres undefined) ?
GLS inhibitor: 12%; Pol eta inh: -8%; PI4K2A block: -1; Pin1 inh: 9%; G9a block: 28%[12.7 µM]; BAZ2B block: 0%; Tb PGK inh: -3%; JMJD2A Tudor inh: -23%; HP1b binding inh: 9%

What do the screens show for `CN(C)c1ccc(NC(=S)N(CCc2ccccc2)C2CC(=O)N(c3c(Cl)cccc3Cl)C2=O)cc1` (centres undefined)?
GLS inhibitor: -4%; Pol eta inh: -9%; PI4K2A block: -12; Pin1 inh: 5%; BAZ2B block: inconclusive; Tb PGK inh: 2%; JMJD2A Tudor inh: -31%[11.4 µM]; HP1b binding inh: -22%

Results for CC(C)CC1NC2(C(=O)N(C)c3ccccc32)C2C(=O)N(C(C)C)C(=O)C12 (centres undefined) ?
GLS inhibitor: -2%; Pol eta inh: -17%; PI4K2A block: -3; Pin1 inh: 11%; G9a block: inconclusive; BAZ2B block: -37%; Tb PGK inh: -4%; JMJD2A Tudor inh: -11%; HP1b binding inh: 19%

How did O=S(=O)(Nc1cccnc1Cl)c1ccc2c(c1)OCCO2 do in these assays?
GLS inhibitor: -1%; Pol eta inh: -10%; PI4K2A block: 8; Pin1 inh: 4%; G9a block: 8%; BAZ2B block: 8%[57.1 µM]; Tb PGK inh: -10%; JMJD2A Tudor inh: -1%; HP1b binding inh: 63%[activator]

How did CCCCn1c(SCC(=O)NC2CCS(=O)(=O)C2)nc2cc(S(N)(=O)=O)ccc21 (centres undefined) do in these assays?
GLS inhibitor: -1%; Pol eta inh: -3%; PI4K2A block: 1; Pin1 inh: 0%; G9a block: -21%; BAZ2B block: -7%; Tb PGK inh: -4%; JMJD2A Tudor inh: -1%; HP1b binding inh: 57%[activator]

What do the screens show for `Cn1nc(C(F)(F)F)c(/C=N/OC(=O)c2ccccc2)c1SCc1ccccc1Cl`?
GLS inhibitor: -10%; Pol eta inh: -11%; PI4K2A block: 2; Pin1 inh: 8%; G9a block: 41%; BAZ2B block: 19%; Tb PGK inh: -9%; JMJD2A Tudor inh: 2%; HP1b binding inh: 53%[activator]

What do the screens show for `CC(NC(=O)c1ccco1)C(=O)N1CC=C(c2ccccc2)CC1` (centres undefined)?
GLS inhibitor: 4%; Pol eta inh: -4%; PI4K2A block: -3; Pin1 inh: -5%; Tb PGK inh: -1%; JMJD2A Tudor inh: -14%; HP1b binding inh: 14%

What do the screens show for `O=C(Nc1ccccc1)N(c1ccccc1)C1C=CS(=O)(=O)C1` (centres undefined)?
GLS inhibitor: 4%; Pol eta inh: -4%; PI4K2A block: 0; Pin1 inh: -5%; G9a block: 30%; BAZ2B block: 5%; Tb PGK inh: -3%; JMJD2A Tudor inh: -9%; HP1b binding inh: -6%

What do the screens show for `COCCn1c(=O)[nH]c(=O)c2cc(C(=O)c3cc(Cl)ccc3O)cnc21`?
GLS inhibitor: 7%; Pol eta inh: 1%; PI4K2A block: 0; Pin1 inh: 17%; G9a block: inconclusive; BAZ2B block: -3%; Tb PGK inh: 6%; JMJD2A Tudor inh: inconclusive; HP1b binding inh: -14%

Results for CCOC(=O)c1c(C)[nH]c(C=O)c1Cc1cccc(Cl)c1 ?
GLS inhibitor: 5%; Pol eta inh: -11%; PI4K2A block: -10; Pin1 inh: -1%; G9a block: 11%[59 µM]; BAZ2B block: 6%; Tb PGK inh: -5%; JMJD2A Tudor inh: -9%; HP1b binding inh: 38%

Results for CCC(C)NC(=O)c1ccccc1NC(=O)CN1C(=O)c2cccc3cccc1c23 (centres undefined) ?
GLS inhibitor: 1%; Pol eta inh: -4%; PI4K2A block: 1; Pin1 inh: -1%; G9a block: 26%[59 µM]; BAZ2B block: 5%; Tb PGK inh: -7%; JMJD2A Tudor inh: 22%; HP1b binding inh: 66%[activator]

Results for CC(C)CN(C(=O)COC(=O)c1ccc2c(c1)OCCO2)c1c(N)n(Cc2ccccc2)c(=O)[nH]c1=O ?
GLS inhibitor: 3%; Pol eta inh: -16%; PI4K2A block: 1; Pin1 inh: 7%; G9a block: -10%[2.33 µM]; BAZ2B block: 10%; Tb PGK inh: -4%; JMJD2A Tudor inh: -21%; HP1b binding inh: 3%

Looked up by structure from the entries so far:
Results for CC(C)CC1NC2(C(=O)N(C)c3ccccc32)C2C(=O)N(C(C)C)C(=O)C12 (centres undefined) ?
GLS inhibitor: -2%; Pol eta inh: -17%; PI4K2A block: -3; Pin1 inh: 11%; G9a block: inconclusive; BAZ2B block: -37%; Tb PGK inh: -4%; JMJD2A Tudor inh: -11%; HP1b binding inh: 19%

What do the screens show for `O=C(Nc1ccccc1)N(c1ccccc1)C1C=CS(=O)(=O)C1` (centres undefined)?
GLS inhibitor: 4%; Pol eta inh: -4%; PI4K2A block: 0; Pin1 inh: -5%; G9a block: 30%; BAZ2B block: 5%; Tb PGK inh: -3%; JMJD2A Tudor inh: -9%; HP1b binding inh: -6%
